NLRP3 yeast inh – inhibitors of NALP3 inflammasome in yeast; Yeast reconstituted NLRP3/ASC/caspase-1, beta-gal luminescence, 24 h; inhibition, % at 10 µM; 330,000 compounds, 0.39% hits;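 active means inhibition of 50% or more; inactive means inhibition below 50%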;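 further: plate controls were induced DMSO wells for no effect and uninduced yeast grown without galactose for full effect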
A3G deaminase – inhibitors of human APOBEC3G DNA deaminase. Q9HC16. recombinant A3G, ssDNA deamination FAM/TAMRA fluorescence. inhibition, % at 20 µM. 330,000 compounds, 0.28% hits;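 active means inhibition of at least 40% at 20 µM, with no more than 30% in the related APOBEC3A deaminase screen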;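 further: plate controls were DMSO wells with A3G for no effect and wells lacking A3G enzyme for full effect; some compounds called inactive have numbers as strong as hits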
MIN6 prolif – induces beta-cell replication in MIN6 cells. proliferation, % at 10 µM. AID 2380. 330,000 compounds, 0.29% hits. MIN6 cells proliferation, ATPlite luminescence, 48 h; cells starved in 0.2% serum; 100% = growth in 10% serum;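 active means compounds whose signal lies at least 3.5 SD above the mean of all wells on their plate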;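 further: 0% = DMSO-treated cells in low-serum medium and 100% = 10% serum control; some compounds called inactive have numbers as strong as hits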
hIAP act – human IAP activation; activation factor at 10 µM; AID 2524; 330,000 compounds, 0.16% hits; purified human IAP, CDP-Star luminescence, 30 min; stronger effect = higher value; 1 = vehicle-only enzyme, 0 = enzyme-free background;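 active means activation factor of the enzyme at least 2-fold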; further: the source names both 10 and 20 µM as test concentration; values of inactives mirror those of a sister screen read the other way
Target sequence (P09923 whole entry, looked up): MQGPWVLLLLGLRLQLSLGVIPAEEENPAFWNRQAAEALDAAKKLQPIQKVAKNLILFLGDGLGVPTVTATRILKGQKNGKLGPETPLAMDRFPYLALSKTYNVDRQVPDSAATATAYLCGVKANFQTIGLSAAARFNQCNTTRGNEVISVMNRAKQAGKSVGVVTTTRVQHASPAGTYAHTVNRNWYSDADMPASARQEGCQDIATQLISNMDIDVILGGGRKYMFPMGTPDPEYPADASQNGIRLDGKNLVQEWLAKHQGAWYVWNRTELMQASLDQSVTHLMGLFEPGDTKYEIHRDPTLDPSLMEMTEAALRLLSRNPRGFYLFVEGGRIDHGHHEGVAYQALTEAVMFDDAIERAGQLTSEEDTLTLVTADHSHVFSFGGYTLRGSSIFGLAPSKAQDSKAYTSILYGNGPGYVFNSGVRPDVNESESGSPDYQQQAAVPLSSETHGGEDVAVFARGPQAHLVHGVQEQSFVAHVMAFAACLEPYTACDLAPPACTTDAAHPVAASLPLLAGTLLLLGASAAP
mIAP act – mouse IAP activation. muIAP, CDP-Star luminescence, 30 min; stronger effect = higher value; 1 = vehicle-only enzyme signal, 0 = enzyme-free wells. activation factor at 10 µM. 330,000 compounds, 0.24% hits;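 active means activation factor of at least 2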; further: the source names both 10 and 20 µM as test concentration; values of inactives mirror those of a sister screen read the other way
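System: Mouse IAP enzyme | Also added: CDP-Star substrate | Dosing: Compounds dispensed in DMSO | Schedule: 30 min enzyme-substrate-compound incubation at room temperature | Technique: Chemiluminescence readout | Control set: DMSO-only wells and no-enzyme negative control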
hIAP inh – blocks human intestinal alkaline phosphatase. P09923. purified IAP, CDP-Star luminescence, 30 min. inhibition, % at 10 µM. 330,000 compounds, 0.12% hits. AID 2544;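 active means inhibition reaching a set limit with compound at 10 µM in the primary screen, cut at about 35% in these data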;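 further: plate controls were DMSO wells with enzyme for no effect and no-enzyme buffer wells for full effect; values of inactives mirror those of a sister screen read the other way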
mIAP inh – mouse IAP inhibition; purified mouse IAP, CDP-Star luminescence, 30 min; AID 2806; inhibition, % at 10 µM; 330,000 compounds, 0.2% hits;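 active means inhibition of at least 40% at 10 µM in the primary screen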;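 further: plate controls were DMSO with enzyme for no effect and no enzyme wells for full effect; values of inactives mirror those of a sister screen read the other way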
A3A deaminase – blocks human APOBEC3A ssDNA deamination; P31941; AID 493011; inhibition, % at 20 µM; 330,000 compounds, 0.41% hits; recombinant A3A, FAM/TAMRA ssDNA deamination fluorescence;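 active means at least 40% inhibition at 20 µM here, with at most 30% in a related deaminase screen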;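 further: plate controls were A3A with DMSO for no effect and wells lacking A3A enzyme for full effect; some results filed as inactive read as strong as hits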
Target sequence (P31941 whole entry, looked up): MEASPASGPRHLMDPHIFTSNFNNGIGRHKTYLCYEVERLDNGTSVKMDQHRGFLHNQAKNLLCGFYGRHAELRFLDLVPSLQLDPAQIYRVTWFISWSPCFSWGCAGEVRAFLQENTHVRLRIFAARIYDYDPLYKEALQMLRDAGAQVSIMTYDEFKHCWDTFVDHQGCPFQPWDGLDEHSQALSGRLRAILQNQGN
SENP1 inh – blocks the human SENP1 SUMO protease catalytic domain. Q9P0U3. recombinant SENP1 catalytic domain, CyPet-SUMO1-YPet FRET cleavage. inhibition, % at 10 µM. 360,000 compounds, 0.21% hits;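 active means inhibition at least 30% at 10 µM, raw YFP signal under a set limit, fluorescence ratio 0.5 to 1.5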;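 further: 0% = enzyme with DMSO and 100% = no enzyme wells; some results filed as inactive read as strong as hits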
Target sequence (Q9P0U3 419-644 limits assumed): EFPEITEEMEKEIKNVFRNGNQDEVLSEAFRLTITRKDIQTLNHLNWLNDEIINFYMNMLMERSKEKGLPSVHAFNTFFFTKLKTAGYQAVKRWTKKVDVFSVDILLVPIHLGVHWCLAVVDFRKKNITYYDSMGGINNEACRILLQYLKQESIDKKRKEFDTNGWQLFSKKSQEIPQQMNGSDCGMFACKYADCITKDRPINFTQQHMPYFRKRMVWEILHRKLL
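Test system: recombinant human SENP1 catalytic domain, His6-tagged / Medium: pH 8 Tris buffer with EDTA, NaCl, BME, BSA, NP40, catalase / Also added: SUMO1 FRET substrate flanked by Cypet and Ypet, 25 nM / Times: 50 min reaction at room temperature / Signal: FRET, CFP and YFP emission / Control set: no-enzyme low control and enzyme-plus-DMSO high control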
* marks the source's active call; other numbers are inactive results.

SMILES	NLRP3 yeast inh	A3G deaminase	MIN6 prolif	hIAP act	mIAP act	hIAP inh	mIAP inh	A3A deaminase	SENP1 inh
CN(C)c1ccc(C=NCC2(O)CCOC(C)(C)C2)cc1 (configuration not stated)	17.4	-4.1	-0.2	0.999	0.939	0.1	6.1	5.7	4.2
CCCCOC(=O)c1ccc(NC(=O)c2c(OC)cccc2OC)cc1	14.8	-6.8	0.3	0.957	0.942	4.3	5.8	-2.8	1.3
NS(=O)(=O)c1ccc(CCNC(=O)c2ccccc2OCc2ccc(F)cc2)cc1	16.5	-12.5	12.0	1.08	0.934	-8.5	6.6	0.0	-0.9
CC(=O)Nc1ccc(NC(=O)CSc2nnnn2-c2ccccc2F)cc1	-0.1	0.6	-0.9	1.03	1.01	-3.5	-1.0	-5.3	1.3
CCN(CC)S(=O)(=O)c1cc(OC)c(Cl)cc1OC	14.4	-3.6	7.8*	0.864	0.956	13.6	4.4	-2.1	1.4
O=C(c1cnc(-c2ccccc2)s1)c1ccc(Cl)cc1Cl	3.3	-0.8	-2.2	0.805	0.929	19.5	7.1	-1.8	-2.8
O=C(CCc1ccc(S(=O)(=O)NC2CCCCC2)cc1)Nc1ccccc1	21.3	-8.0	-1.1	0.969	1.11	3.1	-10.7	-6.9	2.0
Cc1cccc(NC(=O)c2cc(-c3c(C)cc(C)cc3O)n[nH]2)c1	-4.1	-7.0	-2.9	1.74	0.981	-73.9	1.9	-3.4	0.5
Cc1ccc(CC(=O)N2CCN(c3ccc([N+](=O)[O-])cc3)CC2)cc1	44.7	0.3	-3.8	0.921	0.864	7.9	13.6	4.2	-4.5
COc1ccccc1N1CCN(C2CCCN(C(=O)C3=NN(C)C(=O)CC3)C2)CC1 (configuration not stated)	6.5	-6.7	3.0	0.869	1.06	13.1	-5.7	-7.8	1.2
CC(C)N(NC(=O)c1cccc2ccccc12)C(C)C	9.5	-8.8	2.5	1.03	1.08	-3.4	-8.5	0.9	1.6
Cc1[nH]c2ccccc2c1/C=N/NC(=O)CNC(=O)COc1ccccc1	9.8	-5.7	-0.7	1.08	1.02	-8.3	-2.3	-0.2	2.2
CCN1CCN(C(=O)Nc2ccc(Cc3ccc(NC(=O)N4CCN(CC)CC4)cc3)cc2)CC1	8.7	-2.0	-3.5	1.07	1.39	-6.6	-39.2	-4.6	1.0
NC(=O)c1ccc(NC(=O)COC(=O)/C=C/c2cn(-c3ccccc3)nc2-c2cccnc2)cc1	9.5	-6.4	1.7	0.947	1.06	5.3	-6.3	3.2	-45.2
C[C@H](CCCC/C=C/C(=O)O)O[C@@H]1O[C@@H](C)[C@H](O)C[C@H]1O	10.2	-9.9	-3.6	1.25	1.13	-24.8	-12.8	-4.4	-0.4
COC(=O)Cc1csc(Nc2ccccc2)n1	8.4	-0.2	0.0	1.04	1.05	-3.9	-5.5	1.3	1.0
O=C(Nc1ccc(C(F)(F)F)cc1)C1CC(=O)N(c2ccc3c(c2)OCCO3)C1 (configuration not stated)	-16.4	1.9	-2.0	0.943	1.22	5.7	-21.9	5.9	-1.2
NNC(=S)Nc1c(F)cc(F)cc1Br	13.5	-4.8	-1.3	1.06	0.85	-6.3	15.0	-2.2	4.9
CCN(CC)S(=O)(=O)c1ccc(N2CCOCC2)c(NC(=O)c2cc3ccccc3oc2=O)c1	18.9	-6.1	-1.7	0.85	0.866	15.0	13.4	-3.0	-2.7
CC(NC(=O)c1ccc(CS(=O)(=O)c2ccc(Cl)cc2)o1)c1ccc2c(c1)OCCO2 (configuration not stated)	3.3	-1.4	0.2	0.862	0.989	13.8	1.1	3.9	0.9

An excerpt of these results, in CSV form:
Compound,NLRP3 yeast inh,A3G deaminase,MIN6 prolif,hIAP act,mIAP act,hIAP inh,mIAP inh,A3A deaminase,SENP1 inh
CC(C)N(NC(=O)c1cccc2ccccc12)C(C)C,9.5,-8.8,2.5,1.03,1.08,-3.4,-8.5,0.9,1.6
Cc1ccc(CC(=O)N2CCN(c3ccc([N+](=O)[O-])cc3)CC2)cc1,44.7,0.3,-3.8,0.921,0.864,7.9,13.6,4.2,-4.5

Carrying on.
SMILES	NLRP3 yeast inh	A3G deaminase	MIN6 prolif	hIAP act	mIAP act	hIAP inh	mIAP inh	A3A deaminase	SENP1 inh
Cc1ccc(S(=O)(=O)N2CCN(C(=O)c3c(-c4ccccc4)noc3C)CC2)cc1C	13.0	-13.4	-2.7	1	0.962	-0.2	3.8	-2.6	0.6
Cc1ccc(S(=O)(=O)CCC(=O)OC(C)C(=O)Nc2ccc(N3CCOCC3)cc2)cc1 (configuration not stated)	25.8	-9.8	4.6	0.978	0.943	2.2	5.7	-5.0	1.6
CSc1cccc(NS(=O)(=O)c2ccc(C(C)=O)cc2)c1	17.5	-1.7	0.2	0.916	0.95	8.4	5.0	0.6	2.7
CCOc1ccccc1N(C)C(=O)c1cn(C)c(=O)c2ccccc12	6.0	-4.3	0.8	1.06	0.99	-6.3	1.0	-4.2	2.0
O=C(OCc1ccccc1)N1CCCC1/C=C/CN1CCOCC1 (configuration not stated)	-7.5	-5.7	0.4	0.983	0.914	1.7	8.6	-2.7	-1.5
COc1c2ccoc2c(OCC=C(C)C)c2oc(=O)ccc12	44.1	-11.4	1.0	1.02	0.938	-2.4	6.2	-3.9	-1.4
CC1CC(c2ccccc2)=Nc2ccccc2N1 (configuration not stated)	16.9	-4.5	-0.2	0.88	1.01	12.0	-1.1	-2.4	4.1
O=[N+]([O-])c1ccccc1SNc1ccc(Br)cn1	28.6	-2.0	-3.8	0.919	0.917	8.1	8.3	-2.6	-0.4
O=C(Nc1ccc2nc3n(c(=O)c2c1)CCCCC3)C(=O)N1CCN(c2ccccc2F)CC1	26.8	14.6	-1.4	0.867	1.09	13.3	-9.2	-0.6	1.0
CCOc1cc(-c2nc(-c3ccccc3)c(-c3cc([N+](=O)[O-])ccc3C)[nH]2)ccc1O	-12.8	-3.2	-5.5	0.964	0.897	3.6	10.3	-0.6	4.4
CCOc1ccc(C(=O)Nc2ncn[nH]2)cc1	9.3	11.8	-2.7	1.64	0.929	-64.1	7.1	-5.6	2.1
CCCN(CCC)c1ccc(CC(=O)NC(C)Cc2ccccc2)cc1 (configuration not stated)	10.8	-0.7	-5.7	0.954	0.995	4.6	0.5	1.9	-0.9
c1ccc(-c2c[nH]c3[n+]2CCCCC3)cc1	14.7	-0.9	-1.0	0.932	0.93	6.8	7.0	2.8	-0.5
COCCNC(=O)C(=O)Nc1cc2c3c(c1)CC(=O)N3CCC2	8.8	0.7	-4.5	1.02	0.97	-2.5	3.0	5.1	1.7
C/C=C/COC(=O)c1[nH]c2c(c1C)C(=O)CC(c1ccc(N(C)C)cc1)C2 (configuration not stated)	32.3	-4.2	-5.5	0.813	0.837	18.7	16.3	-4.3	-19.3
CCC(CC)N1CCN(C(=O)c2cccc(Cl)c2)CC1	22.7	-3.7	-0.8	1.06	0.985	-5.9	1.5	1.0	3.3
Cc1cc(OCC(=O)Nc2ccc3c(c2)OCCO3)cc(C)c1Cl	12.5	-1.6	0.3	1.06	1.17	-5.7	-16.6	-0.1	0.7
O=C(COC(=O)c1ccccc1OCC(=O)Nc1ccc(Br)cc1)Nc1ccccc1	5.4	-8.0	-1.7	0.924	0.94	7.6	6.0	3.8	1.5
S=C(NCc1ccco1)N1CCN(C/C=C/c2ccccc2)CC1	13.4	-3.5	-0.3	0.984	0.968	1.6	3.2	-3.7	-3.3
CCCNS(=O)(=O)c1ccc2c(c1)n(C)c(=O)n2C	10.1	-8.5	-1.7	0.959	0.984	4.1	1.6	-2.1	0.6
O=C1c2ccccc2S(=O)(=O)c2cc(N3CCOCC3)ccc21	29.1	-9.9	-4.7	0.907	0.957	9.3	4.3	-2.6	-27.5
COc1cc(NC(=O)CCc2ccccc2)c(C(=O)O)cc1OC	18.4	0.2	-1.7	0.845	1.01	15.5	-0.8	0.5	0.1
N#Cc1ccc(Nc2ccccc2)c(N)c1	26.1	-8.1	-3.1	1.29	0.974	-29.2	2.6	-0.2	-8.9
O=C(CNC(=O)c1ccc(Br)o1)NCc1ccc(F)cc1	-5.6	0.8	0.9	0.906	0.954	9.4	4.6	4.8	-0.3
O=C(c1ccco1)N1CCN(C(=O)c2ccccc2OCc2ccccc2)CC1	7.0	-8.0	-2.8	0.975	1.05	2.5	-5.1	-4.5	-0.5
COc1ccc(Cc2nnc(N/N=C/c3ccc(C)o3)[nH]c2=O)cc1	7.8	-8.7	-3.3	1.01	0.818	-1.2	18.2	-5.4	-0.3
CCc1cc(=O)oc2c(C)c(OC(C)C(=O)N3CCC[C@@H]3C(=O)O)ccc12 (some centres not stated)	10.2	4.1	-3.0	1.01	0.832	-1.3	16.8	1.2	-3.1
CCOc1ccc(N2C(=O)C(=O)/C(=C(/O)c3ccccc3)C2c2ccccc2[N+](=O)[O-])cc1 (configuration not stated)	10.3	-6.8	-6.3	0.938	1.03	6.2	-3.3	-6.6	-14.2
COC(=O)c1c(-c2ccccc2)noc1C	-1.0	-4.4	2.7	1.08	0.996	-8.2	0.4	0.6	3.6
Cc1cc(C)nc(NC(=O)c2cccc([N+](=O)[O-])c2)c1	9.5	-5.3	-3.0	0.879	1.01	12.1	-0.9	1.8	-1.0
COc1cc(SC)ccc1C(=O)N(CC(=O)Nc1ccccc1Br)Cc1ccco1	16.9	-8.4	-2.2	0.975	0.966	2.5	3.4	3.7	-2.4
Cc1cccc(C(=O)N2CCCC(N3CCN(c4ccccc4F)CC3)C2)n1 (configuration not stated)	5.3	0.1	-0.8	0.844	0.99	15.6	1.0	-0.3	-2.7
O=C(O)CCCCCNCc1c(Cl)cccc1Cl	-5.5	-3.0	-1.0	1.05	1.02	-5.5	-2.5	-2.0	0.7
Cc1cccc(N2CCN(C(=O)CCn3c(=O)[nH]c4ccsc4c3=O)CC2C)c1 (configuration not stated)	8.3	0.9	-1.0	1	0.954	-0.1	4.6	1.6	0.4
CNC(=O)/C(C#N)=C/c1cccc(Oc2ccccc2)c1	24.9	-6.9	-5.3	1.02	0.949	-2.0	5.1	0.4	-0.5
COc1cccc(OC)c1Nc1nc(C)nc2c1nnn2Cc1ccccc1Cl	-16.3	-7.6	0.6	0.882	0.929	11.8	7.1	-4.4	-29.4
Cc1cccc2sc(N(CCCN(C)C)C(=O)c3sc4ccccc4c3Cl)nc12	23.4	-5.7	-5.3	1.05	1.03	-5.2	-3.1	-0.7	1.7
CC(=O)c1sc(NCc2ccc(C)cc2)nc1C	18.3	-2.6	-2.6	0.874	0.988	12.6	1.2	3.4	3.5
O=c1[nH]c2cc3c(cc2cc1CN(Cc1cccnc1)Cc1nnnn1Cc1ccco1)OCCO3	5.5	55.6	-4.1	0.87	0.691	13.0	30.9	60.5	-8.6
CCCS(=O)(=O)c1cnc(C2COc3ccccc3O2)nc1N (configuration not stated)	10.8	-7.3	-2.6	0.939	0.981	6.1	1.9	0.6	2.1
CSc1nc2c(c(=O)[nH]1)C(c1ccc(Br)cc1)CC(=O)N2 (configuration not stated)	5.5	-0.2	2.2	0.906	0.981	9.4	1.9	0.1	1.5
COc1ccc(N2CCN(C(=O)Cn3nnc(-c4ccc(OC)c(OC)c4)n3)CC2)cc1	18.3	3.8	-0.1	1.05	0.925	-5.1	7.5	0.9	1.5

Screens: PubChem, Sanford-Burnham Center for Chemical Genomics

An excerpt, so the mix of outcomes need not match the whole.
